BL2 CD40 inh – CD40 pathway inhibition in BL2 cells. 0.94% of 83,000 active. inhibition, % at 10 µM. BL2 NF-kB luciferase reporter, CD40L-induced, 4 h;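 active means mean inhibition of at least 50% with a set share of replicates also reaching that level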;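 further: 0% = neutral control wells and 100% = IKK inhibitor VII at 50 µM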
* hit, by the source's call; & = joins results of further samples; [ ] = remark or other dose. The list is partial; count on the stated rates, not on these rows.

Compound	BL2 CD40 inh
Cc1ccc(C)c(S(=O)(=O)N2CCCC2CNC(=O)C(=O)Nc2ccccc2)c1 (stereo unspecified)	1
CCc1nnc(NC(=O)CSc2nnnn2-c2cccc(C(C)=O)c2)s1	22
COc1ccccc1-c1ccccc1[C@H]1[C@H](C#N)N(C(=O)C2CC2)[C@H]1CO	11[25 µM]
Cc1cc(C)c2nc(N3CCC(C(=O)N4CCCC4)CC3)sc2c1	-2
CO[C@@H]1CN(C)C(=O)c2ccc(NS(=O)(=O)c3cccc(Cl)c3)cc2OC[C@@H](C)N(C(=O)Cc2cccnc2)C[C@H]1C	-4[25 µM]
CCCCn1c(=O)[nH]c(=O)c2c1nc(-c1ccc(-c3ccc(F)cc3)o1)n2C	15
CN1C(=O)c2cc(NC(=O)c3cccc(F)c3)ccc2OC[C@@H]2O[C@@H](CC(=O)NCC3CC3)CC[C@@H]21	-1
c1ccc(-c2nc3ccccc3s2)nc1	-84&-79
CC(=O)c1ccc(NC(=O)C2CCCN2S(=O)(=O)c2cccs2)cc1 (stereo unspecified)	4
O=C(Nc1ccncc1)C1CCC(CNS(=O)(=O)c2cccc3nsnc23)CC1 (stereo unspecified)	8
CCOC(=O)C1=C(COC(=O)COc2ccc(Br)cc2)NC(=O)NC1C (stereo unspecified)	5
O=C(NC[C@@H]1[C@H](c2ccccc2)[C@H](CO)N1Cc1ccccn1)C1CCC1	-3
C[C@@H]1CCCCO[C@H](CN(C)C(=O)Nc2cccc3ccccc23)[C@@H](C)CN([C@H](C)CO)C(=O)c2cc(NC(=O)CCC(F)(F)F)ccc2O1	-17[25 µM]
O=C(COc1ccc2ccccc2c1Br)Nc1cccnc1	-91
COc1cccc(CNC(=O)C[C@H]2CC[C@@H]3[C@@H](COc4ccc(NS(=O)(=O)c5ccccc5F)cc4C(=O)N3C)O2)c1	-6[25 µM]
O=C(Nc1cc(F)ccc1F)N1[C@@H]2CNC[C@H]1C2c1ccc(/C=C/c2ccccc2)cc1 (stereo partly specified)	2&-10[25 µM]
CC(OC(=O)Cc1c[nH]c2ccccc12)C(=O)N(C)c1ccccc1 (stereo unspecified)	6
O=C(c1ccccc1)c1ccc2nc(N3CCCCC3)c3nncn3c2c1	-8
CC(C)c1ccc(CN2CCN(S(=O)(=O)c3ccc(Cl)s3)CC2)cc1	9
COc1ccc2c(c1)cc1n2CCN=C1N	-11
Cc1nc2ccc(NS(=O)(=O)c3cccc([N+](=O)[O-])c3)cc2s1	-3
O=S(=O)(c1ccccc1)c1nc(-c2ccccc2)oc1N1CCCCC1	9
C1CCN(c2nc3nonc3nc2NCC2CCOCC2)CC1	6
COc1ccccc1C(=O)OCC(=O)NC(=O)NC1CCCCC1	9

Three records drawn at random from the list so far, as already listed:
Compound	BL2 CD40 inh
COc1ccc2c(c1)cc1n2CCN=C1N	-11
COc1ccccc1C(=O)OCC(=O)NC(=O)NC1CCCCC1	9
O=C(c1ccccc1)c1ccc2nc(N3CCCCC3)c3nncn3c2c1	-8

Carrying on.
Compound	BL2 CD40 inh
CC(=O)O[C@H]1c2ccccc2-c2ccccc2[C@@H]1OC(C)=O	2
Cc1noc(C)c1S(=O)(=O)N1CCCC(C(=O)NCc2ccccc2Cl)C1 (stereo unspecified)	10
COc1ccc(C(CNC(=O)COc2cc(C)ccc2Cl)N2CCCCC2)cc1 (stereo unspecified)	20
O=C(CN1CCN(S(=O)(=O)c2cc(Br)ccc2Br)CC1)NCc1ccccc1Cl	-4
O=S(=O)(CCOc1ccccc1)N1CCOCC1	-15
Cc1cc(C)c(C#N)c(SCS(=O)Cc2ccc(Cl)cc2)n1 (stereo unspecified)	22
COc1ccc(C(=O)Nc2ccc3oc(-c4cccnc4)nc3c2)cc1OC	13
CC(C)(Oc1ccc(Cl)cc1)C(=O)Nc1c2c(nn1C(C)(C)C)CS(=O)(=O)C2	-6
CC(NC(=O)c1ccco1)C(=O)N1CCc2ccccc2C1 (stereo unspecified)	-11
CN(c1ccc(C(=O)Nc2ccc(Cl)cn2)cc1)S(=O)(=O)c1ccccc1	-1
O=C(NCc1n[nH]c(=S)n1Cc1ccccc1)c1ccccc1	-1
C[C@@H]1CN([C@@H](C)CO)C(=O)Cc2cc(NC(=O)c3ccncc3)ccc2O[C@@H]1CN(C)C(=O)Nc1ccc(F)cc1	3[25 µM]
CC(C)(C)c1nc(C(C)(C)C)c(Br)c(=O)[nH]1	4
N#C[C@@H]1[C@@H](c2ccc(C#Cc3ccccc3F)cc2)[C@H](CO)N1C(=O)C1CCC1	-29
COc1ccc(CN2CC(C(=O)NCCN3CCOCC3)CC2=O)cc1 (stereo unspecified)	4
O=S(=O)(c1cccs1)N1CCN(Cc2nc3ccccc3s2)CC1	-69
Cc1ccc(-c2ccccc2[C@H]2[C@@H](CO)N(C(=O)NC3CCCC3)[C@H]2C#N)cc1	38[25 µM]
Cc1cccc(NC(=O)Nc2ccc(OCc3ccccc3)cc2)n1	5
Fc1ccc(-c2ccc(C3[C@@H]4CN(Cc5ccccc5)C[C@H]3N4)cc2)cc1 (stereo partly specified)	-2&-20[25 µM]
CN(C)C(=O)c1ccc(-c2ccc([C@H]3[C@@H](C#N)N[C@@H]3CO)cc2)cc1	-49[25 µM]
C#CC1(O)CCC2C3CCC4=C(CCC(=O)C4)C3CCC21C (stereo unspecified)	17
Cc1ccsc1CN(C)CC(=O)NCC(=O)Nc1ccc(F)cc1	4
O=C(C[C@H]1CC[C@@H](NC(=O)NC2CCCC2)[C@H](CO)O1)NCc1ccc(F)cc1	4
O=C(c1cccnc1)N1CCN(c2ccc3ccccc3n2)CC1	6
FC(F)(Cl)c1nnc2ccc(Sc3ccccn3)nn12	20
CC1CN(C2CCCCC2)C(=S)N(c2ccccc2)C1=O (stereo unspecified)	1
Cc1ccc(N2CC(NS(=O)(=O)c3cc(F)ccc3F)CC2=O)cc1C (stereo unspecified)	3
COc1ccc(-c2nnc(NC(=O)c3ccc4c(c3)OCCO4)o2)cc1	2
CCCCn1c(N)c(N(CCOC)C(=O)c2ccc(C)c(S(=O)(=O)N3CCOCC3)c2)c(=O)[nH]c1=O	3
O=C(Cc1ccc(Cl)cc1)c1ccccc1	-54
CCOc1cccc(OCCOCCn2cnc3ccccc3c2=O)c1	2
CN1C(=O)c2cc(NC(=O)c3cnccn3)ccc2OC[C@H]2O[C@H](CC(=O)NCC3CC3)CC[C@@H]21	-3

Sorted by number of heavy atoms (high to low): some entries from above
Compound	BL2 CD40 inh
CCCCn1c(N)c(N(CCOC)C(=O)c2ccc(C)c(S(=O)(=O)N3CCOCC3)c2)c(=O)[nH]c1=O	3
O=C(C[C@H]1CC[C@@H](NC(=O)NC2CCCC2)[C@H](CO)O1)NCc1ccc(F)cc1	4
CCOc1cccc(OCCOCCn2cnc3ccccc3c2=O)c1	2
O=C(c1cccnc1)N1CCN(c2ccc3ccccc3n2)CC1	6
CC1CN(C2CCCCC2)C(=S)N(c2ccccc2)C1=O (stereo unspecified)	1
FC(F)(Cl)c1nnc2ccc(Sc3ccccn3)nn12	20
O=C(Cc1ccc(Cl)cc1)c1ccccc1	-54

Additional structures follow.
Compound	BL2 CD40 inh
Cn1c(=O)[nH]c(=O)c2[nH]c(CN3CCN(Cc4ccccc4)CC3)nc21	5
COc1ccccc1N1CCN(S(=O)(=O)CCNC(=O)c2cccs2)CC1	5
O=C(NCC(c1cccs1)N1CCOCC1)c1cn(-c2ccccc2)nc1-c1ccc(F)cc1 (stereo unspecified)	-4
CCc1noc(C)c1C(=O)OCC(=O)Nc1ccccc1SC	0
O=C(c1cccnc1)N1C[C@@H]2N[C@H](C1)C2c1ccc(-c2cccnc2)cc1 (stereo partly specified)	11
Cc1ccc(CCNC(=O)C2CCN(C(=O)c3sccc3-n3cccc3)CC2)cc1	8
CCn1cc(-c2cc(C(=O)O)on2)c(C)n1	9
CC(=O)c1cc(C(=O)N2CCCC(CCC(=O)N(C)CCc3ccccn3)C2)cs1 (stereo unspecified)	-1
CC(C)NC(=O)Nc1ccc2c(c1)C(=O)N(C)C[C@@H](C)[C@@H](CN(C)C)O2	11
CN1C(=O)c2cc(NC(=O)C3CC3)ccc2OC[C@@H]2O[C@H](CC(=O)NCC3CCCCC3)CC[C@@H]21	14
O=C(c1cccnc1)N1C[C@@H]2[C@H](c3ccccc31)[C@@H](CO)N2C(=O)Nc1ccccc1	5
CC[C@H](C)[C@H](NC(N)=O)C(=O)Nc1ccc2c(c1)OCO2	-5
C[C@@H]1CN(C)C(=O)Cc2cc(NS(C)(=O)=O)ccc2O[C@H]1CN(C)C	1
COc1ccc(C)cc1NC(=S)NN1CCN(C)CC1	-11
Cc1cccc(C(=O)NCC(=O)OCc2cc(=O)n3ccsc3n2)c1	-1
Cc1c(NC(=O)c2nn(CC(C)C)c(=O)c3ccccc23)c(=O)n(-c2ccccc2)n1C	6
C/C=C/c1ccc(C2[C@@H]3CN(Cc4cccc(OC)c4)C[C@H]2N3)cc1 (stereo partly specified)	8[25 µM]
NC1=NC(c2ccc(Cl)cc2)C(C(=O)c2ccccc2)N1 (stereo unspecified)	9
O=C(c1cccc(S(=O)(=O)N2CCOCC2)c1)N1CCCc2ccccc21	5
O=C1CC(C(=O)Nc2ccccc2)S/C(=N\NC(=O)c2ccccc2Cl)N1 (stereo unspecified)	0
COc1ccc(/C=C/C(=O)N(C)C2CCS(=O)(=O)C2)cc1 (stereo unspecified)	-8
CCCCCOc1ccc(NS(C)(=O)=O)cc1	-79
CCN(CC)c1ccc([N+](=O)[O-])cc1C(=O)O	10
CCCOc1ccc([N+](=O)[O-])c(N)c1	0
O=C1OCCN1N=Cc1ccco1	4
O=C(Nc1ccc2oc(-c3ccccc3)nc2c1)c1cccnc1	-93
Cc1ccc(O)c(C(=O)c2cc(C#N)c3nc4ccccc4n3c2)c1	-19
O=C(NCc1cccnc1)c1ccc(NC(=O)c2ccco2)cc1	-15
O=C(O)c1c(NC(=O)N2CCOCC2)sc2c1CCCC2	3
C[C@@H]1CN([C@@H](C)CO)C(=O)c2cccc(NC(=O)CCCCCC(=O)Nc3ccccc3N)c2O[C@@H]1CN(C)S(=O)(=O)c1ccccc1	-51
COc1ccc(N2CCN(S(=O)(=O)CCNC(=O)COc3ccccc3)CC2)cc1	-1
O=C(CN1C(=O)NC2(CCCC2)C1=O)Nc1cccc(-c2nnc3n2CCCCC3)c1	4
COc1ccc(-c2n[nH]c3c2CN(C(=O)c2ccccc2)CC3)cc1	2
CN1C(=O)c2cc(NC(=O)NCc3ccccc3)ccc2OC[C@@H]2O[C@H](CC(=O)NCC3CCCCC3)CC[C@H]21	13[25 µM]
O=C(Nc1ccc(Oc2cccnc2)cc1)C1CCN(Cc2ccccc2)CC1	13
O=C(COC(=O)CSc1ccc([N+](=O)[O-])cc1)NCCc1ccccc1	1
O=C(c1ccncc1)N1C[C@@H]2[C@H](c3ccccc31)[C@@H](CO)N2C(=O)CN1CCOCC1	-1[25 µM]
CCOC(=O)c1sc(/N=C/N(C)C)c(C(=O)OCC)c1C	-4
COc1ccc(CC(=O)Nc2ccc(-c3noc(-c4ccc(Cl)cc4)n3)cc2)cc1	-3
CC(NC(=O)c1cccs1)C(c1cccs1)N1CCN(c2ccccc2)CC1 (stereo unspecified)	7
Cc1cnc(NC(=O)c2cc3c(s2)CCCC3)s1	65*
CSc1nsc(SCc2cnc(C)nc2N)n1	-4
C[C@@H]1CN([C@H](C)CO)C(=O)CCCn2cc(nn2)CO[C@@H]1CN(C)CC1CCCC1	0
COc1ccc2c(c1)C(=O)C1(CC2)OC1c1cccnc1 (stereo unspecified)	-19
Cc1ccc(N(Cc2ccccc2)C(=O)c2cc(S(=O)(=O)N3CCOCC3)ccc2C)cc1	9
CC(=O)/C(N=Nc1ccc(SC(F)F)cc1)=C(\C)O	-14
COCCn1c(C)cc(C(=O)COC(=O)c2ccc3c(c2)NC(=O)CS3)c1C	-21
COc1ccc(NC(=O)N[C@@H]2CC[C@H](CCn3cc(-c4ccc(F)cc4)nn3)O[C@@H]2CO)cc1	2
Nc1cnn(C2CCCO2)c(=O)n1 (stereo unspecified)	5
COc1ccc(NC(=O)Nc2ccc3nonc3c2)cc1	-88
Cn1c(SCc2ccccc2)nc2ccsc2c1=O	5
CCCc1c(C(=O)N/N=C(\C)c2ccccc2O)nnn1-c1nonc1N	9
O=C1CC(N2CCN(S(=O)(=O)c3ccccc3F)CC2)C(=O)N1c1ccccc1Cl (stereo unspecified)	13
CO[C@@H]1CN(C)C(=O)c2ccc(NC(=O)C3CCC3)cc2OC[C@H](C)N(Cc2ccc(F)cc2)C[C@@H]1C	4
O=[N+]([O-])c1ccc(N2CCOCC2)cc1N1CCCCC1	10
COc1ccc(S(=O)(=O)N2CCC(C(=O)NCC3CCCCC3)CC2)cc1	6

Additional structures follow.
Compound	BL2 CD40 inh
CCCCNC(=O)CN(C1CCCCC1)S(C)(=O)=O	8
Cc1cc(NC(=O)c2cc(C3CC3)on2)n(-c2ccccc2)n1	6
CCCN1C[C@@H](C)[C@H](OC)CN(C)C(=O)c2cc(NS(=O)(=O)c3ccccc3)ccc2OC[C@H]1C	7[25 µM]
O=C(Nc1ccc(-c2nc3ccccc3o2)cc1)c1cc(-n2cnnc2)ccc1Cl	-34
CN(C(=O)c1cccs1)c1ccccc1C(=O)O	10
COC(=O)c1ccc(CN2CC(=O)N3[C@H](CO)[C@H](c4ccc(-c5cccnc5)cc4)[C@@H]3C2)cc1	-8[25 µM]
Cc1cc(C)nc(SCC(=O)NNS(=O)(=O)c2ccc(C#N)cc2)n1	1

Sorted by value in BL2 CD40 inh (smallest number first): 3 from the list above.
Compound	BL2 CD40 inh
Cc1cc(C)nc(SCC(=O)NNS(=O)(=O)c2ccc(C#N)cc2)n1	1
CCCCNC(=O)CN(C1CCCCC1)S(C)(=O)=O	8
CN(C(=O)c1cccs1)c1ccccc1C(=O)O	10
